High-throughput results from PubChem.
TROY signal inh – TROY signaling inhibition; Q293 LMP1-TROYcd NF-kB luciferase reporter, 4 h; inhibition, % at 10 µM; 360,000 compounds, 0.98% hits; AID 1347056;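 active = compounds whose plate-normalised and pattern-corrected inhibition of the luciferase reporter signal at the single screening dose is 50% or more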
COUP-TFII inh – blocks human COUP-TFII nuclear receptor; P24468; HEK293T NGFI-A luciferase reporter, luminescence; inhibition, % at 8.6 µM; 370,000 compounds, 0.7% hits; AID 686940;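 active = inhibition above a per-plate cutoff, mean inhibition of test wells between control levels plus 3 SD, cut at about 38% in these data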;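 also: cells cotransfected with COUP-TFII expression vector driving the NGFI-A reporter; 0% = median of COUP-TF2 test wells and 100% = reporter-only cells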
Target sequence (P24468 whole entry, looked up): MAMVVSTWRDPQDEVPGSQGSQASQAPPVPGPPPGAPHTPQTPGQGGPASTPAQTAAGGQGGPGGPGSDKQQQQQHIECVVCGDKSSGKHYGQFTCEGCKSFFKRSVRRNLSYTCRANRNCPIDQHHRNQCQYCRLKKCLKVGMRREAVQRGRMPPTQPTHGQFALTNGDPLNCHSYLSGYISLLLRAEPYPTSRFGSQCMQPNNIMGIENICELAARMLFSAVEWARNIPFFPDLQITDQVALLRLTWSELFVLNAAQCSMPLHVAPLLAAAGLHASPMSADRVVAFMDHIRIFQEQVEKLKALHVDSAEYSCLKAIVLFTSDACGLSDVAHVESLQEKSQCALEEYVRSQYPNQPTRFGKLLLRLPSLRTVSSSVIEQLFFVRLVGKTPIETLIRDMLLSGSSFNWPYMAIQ
TLR9-MyD88 inh – blocks human TLR9 binding to MyD88. Q9NR96+Q99836. AID 504734. CHO BLA complementation TLR9-MyD88, CCF4 FRET ratio. inhibition, % at 4.98 µM. 340,000 compounds, 0.21% hits;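 active = inhibition above the mean over all tested compounds plus 3 SD, cut at about 21% in these data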;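 also: 0% = DMSO only wells and 100% = clavulanate BLA inhibitor control wells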
SRC2 inh – human SRC2 (NCOA2) inhibition | Q15596 | HEK293 GAL4-SRC2 luciferase reporter, luminescence | inhibition, % at 9 µM | 370,000 compounds, 0.17% hits;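 active = inhibition above the mean inhibition of all tested compounds plus 3 SD, set per campaign, cut at about 52% in these data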;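 also: 0% = DMSO treated cells and 100% = cells given Gossypol at 36 µM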
NR5A2 inv ag – inverse agonists of human LRH-1 (NR5A2); 360,000 compounds, 0.13% hits; inhibition, % at 3.6 µM; O00482; HEK293T StAR-luciferase reporter, LRH-1 transfected, 24 h; AID 602396;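 active = inhibition above the mean inhibition of all tested compounds plus 3 SD, cut at about 73% in these data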;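 also: 0% = DMSO wells and 100% = reporter-only cells lacking LRH-1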
NCOA1 inh – human NCOA1 inhibition. inhibition, % at 3.6 µM. 360,000 compounds, 0.12% hits. AID 588354. HEK293 GAL4-SRC1 luciferase reporter, luminescence;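 active = inhibition above the campaign mean plus 3 SD, with each screening campaign given its own cutoff, cut at about 60% in these data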;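 also: 0% = DMSO treated cells and 100% = gossypol at 36 µM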
LMP1 NFkB inh – Epstein-Barr LMP1 NF-kappaB reporter inhibition | LMP1-induced NF-kappaB luciferase reporter cells, luminescence | 350,000 compounds, 0.69% hits | inhibition, % at 12.5 µM | AID 504558; in the data active = inhibition above about 41%;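 also: 0% = neutral control wells and 100% = reference inhibitor control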
TRAIL sens C8 – caspase-8 TRAIL sensitization; 360,000 compounds, 1% hits; NB7+C8 cells + TRAIL, ATPlite viability luminescence; inhibition (viability loss, TRAIL sensitization), % at 10 µM; AID 624354;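 active = compounds causing at least 50% loss of cell viability in the single-dose screen, relative to plate controls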
TWEAK-Fn14 inh – inhibitors of TWEAK-Fn14 interaction signaling. TWEAK-stimulated Fn14 reporter cells, luciferase luminescence, 8 h. inhibition, % at 10 µM. 360,000 compounds, 2% hits; in the data active = inhibition above about 50%
NOD2 RIPK2 PPI – NOD2-RIPK2 protein interaction inhibition; CHO BLA complementation NOD2-RIPK2, CCF4 ratio; O43353; 360,000 compounds, 0.38% hits; inhibition, % at 4.98 µM; in the data active = inhibition above about 21%;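 also: 0% = vehicle only and 100% = reference blocker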
Target sequence (O43353 whole entry, looked up): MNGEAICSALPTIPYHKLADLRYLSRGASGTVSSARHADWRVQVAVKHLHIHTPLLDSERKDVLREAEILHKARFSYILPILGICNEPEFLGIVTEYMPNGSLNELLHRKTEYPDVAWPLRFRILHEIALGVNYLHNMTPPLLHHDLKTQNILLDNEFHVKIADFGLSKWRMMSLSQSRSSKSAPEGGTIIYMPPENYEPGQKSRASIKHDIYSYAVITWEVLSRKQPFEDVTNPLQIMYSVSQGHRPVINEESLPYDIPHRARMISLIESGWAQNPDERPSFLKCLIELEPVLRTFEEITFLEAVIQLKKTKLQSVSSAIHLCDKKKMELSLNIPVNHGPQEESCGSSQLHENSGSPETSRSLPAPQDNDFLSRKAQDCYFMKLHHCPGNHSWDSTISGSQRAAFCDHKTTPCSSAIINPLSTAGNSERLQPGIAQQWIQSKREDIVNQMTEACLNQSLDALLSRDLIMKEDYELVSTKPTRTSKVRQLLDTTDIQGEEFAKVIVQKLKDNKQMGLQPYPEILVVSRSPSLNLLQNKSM
NCOA3 inh – inhibits human SRC3 coactivator; inhibition, % at 3.6 µM; HEK293 GAL4-SRC3 luciferase reporter, luminescence; 360,000 compounds, 0.17% hits; Q9Y6Q9;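 active = inhibition above a per-campaign cutoff, the mean of all compounds plus 3 SD, cut at about 60% in these data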;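 also: 0% = DMSO-treated cells and 100% = gossypol-treated cells at 36 µM; higher means less SRC3-driven luciferase light from the GAL4 reporter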
Starred values were filed as active, the others as inactive; . = not tested or not shown. An excerpt; the hit share may differ from the screen's.

SMILES	TROY signal inh	COUP-TFII inh	TLR9-MyD88 inh	SRC2 inh	NR5A2 inv ag	NCOA1 inh	LMP1 NFkB inh	TRAIL sens C8	TWEAK-Fn14 inh	NOD2 RIPK2 PPI	NCOA3 inh
O=C(NCc1ccc2c(c1)OCO2)C1CCN(C(=O)Nc2ccc(Cl)cc2)CC1	-26	-20	9	-32	-2	13	1	3	-9	-1	1
Cc1cccc(NC(=S)N/N=C/c2cccc([N+](=O)[O-])c2)c1	-40	.	7	.	-3	-5	-4	4	1	2	-9
COc1cc(C(=S)N2CCOCC2)ccc1OC(=O)c1cc(OC)c(OC)c(OC)c1	14	12	2	15	-3	0	24	-21	-5	-7	4
O=C(Nc1ccccc1C(=O)NCC1CCCO1)c1ccccc1F (stereo unspecified)	3	-4	5	-9	3	-4	2	0	11	-5	-13
CCCC(C(=O)NCc1ccccc1)N(C(=O)Cn1nnc(-c2cccs2)n1)c1ccc2c(c1)OCCO2 (stereo unspecified)	-11	-22	2	1	16	5	-19	1	19	-3	13
O=C(O)CCc1ccc(-c2ccc(Br)cc2)n1-c1cccc(O)c1	-37	13	-8	-7	-3	7	6	0	-27	0	-9
Cc1ccc(NC(=O)CCS(=O)(=O)c2ccccc2)cc1S(=O)(=O)N1CCCCCC1	-8	16	5	0	7	0	11	12	1	3	-2
CCN(CC)CCC#CC(O)(c1ccccc1)c1ccccc1	5	17	10	7	10	-3	13	14	-11	-11	24
COc1ccc(-c2csc(N(CCCN(C)C)C(=O)c3ccc(F)cc3)n2)cc1	0	3	-9	8	-2	-9	0	6	-9	-8	0
Cc1ccc(/C=N/n2c(C3CCCCC3)n[nH]c2=S)s1	14	6	-8	-2	17	-4	-9	7	16	-10	12
CCOC(=O)C1=C(COC(=O)/C=C/c2cccc(Cl)c2)NC(=O)NC1C (stereo unspecified)	-29	-4	-4	-17	5	1	7	-11	-9	-15	-1
Cc1ccccc1NC(=O)CSc1nccn1Cc1ccco1	-28	-4	-5	-13	-3	-14	0	-9	1	-5	-22
O=C(CCSc1nc2ccccc2o1)Nc1ccccc1	-35	5	8	-7	24	22	-9	-5	-3	6	9
CCC(C)(C)C1CCC2(CC1)NC(=O)N(CC(=O)NC(C)CCc1ccccc1)C2=O (stereo unspecified)	21	2	-1	12	-9	-6	1	10	5	-7	2
O=C(N/N=C/c1ccc(Br)s1)Nc1ccccc1	-70	-36	-3	-10	-26	-30	-32	0	-25	-1	-8
CCOc1ccc(S(=O)(=O)N(CC)CC)cc1NC(=O)c1ccc(N2CCCC2=O)cc1	-25	17	-1	-28	7	5	-1	8	-7	-4	8
CCc1cc(C(=O)O)c(NC(=O)c2cc(OC)c(OC)c(OC)c2)s1	-1	-1	6	-25	5	-6	-3	-9	-10	-15	-3
CCOc1cccc2sc(N(CCN(CC)CC)C(=O)c3ccc(S(=O)(=O)N4CCCC4)cc3)nc12	-13	8	7	-14	8	1	1	8	-2	0	6
CC(=O)C(=[N+]=[N-])C(=O)NCc1ccccc1	-12	3	-1	-32	13	-6	0	3	-6	-10	20
COc1cc(C(=O)ON=C2C3CC4CC(C3)CC2C4)cc(OC)c1OC	1	5	12	-43	2	4	-9	29	-24	-5	-18
O=C(Nc1ccc(Br)cc1)C1Cc2ccccc2O/C1=N\O (stereo unspecified)	5	-31	6	-30	-45	-71	-20	-6	1	3	-63
O=[N+]([O-])c1ccccc1S(=O)(=O)Nc1ccc(-c2ccc(N3CCOCC3)nn2)cc1	13	7	-16	-24	-22	-34	8	5	-7	-9	-6
COc1ccc(CC(O)CC2c3c(cc4c(c3OC)OCO4)CCN2C)cc1 (stereo unspecified)	1	19	-5	-6	-1	9	7	9	9	1	-19
Nc1ncnc2c1ncn2[C@@H]1O[C@H](C(=O)Nc2ccc(C(=O)N3CCCCC3)cc2)[C@@H](O)[C@H]1O	0	-2	.	-15	-4	-7	.	-5	-39	-7	-5
Fc1ccccc1N1CCN(c2ncnc3[nH]ncc23)CC1	0	-4	-5	-12	-15	-19	4	0	-94	1	-37
Cc1ccc(S(=O)(=O)Cn2nnnc2C(C(C)C)N2CCN(C(=O)c3ccco3)CC2)cc1 (stereo unspecified)	-14	2	-12	3	6	-10	3	8	3	-1	-7
CCN(N=O)[C@@H](Cc1ccccc1)CN(N=O)[C@@H](Cc1ccccc1)CN(C)N=O	0	4	-9	-20	2	-4	-6	4	-3	6	-3
CCOc1cc(C(=O)OCC(=O)Nc2ccc(Cl)cn2)ccc1OCC(=O)N1CCOCC1	-7	-11	0	-16	-2	6	0	-3	9	-3	2
CN(C)S(=O)(=O)Nc1ccc2c(c1)OCO2	12	.	0	.	-8	15	0	1	-17	-7	11
COC(=O)c1ccc(/C=N/NC(=O)c2cccc(F)c2)cc1	-28	.	1	.	-122	-116	-28	-8	29	-2	-93
Cc1nc(Cl)c(C(=O)NCCC(C)C)c(C)c1[N+](=O)[O-]	9	4	-2	12	30	9	-1	-4	-8	-1	9
Cc1ccc(-n2c(Cc3cccn3C)nnc2SCC(=O)N2CCc3ccccc32)cc1	12	12	3	-2	-20	4	0	-2	28	2	-1
Nc1ccn([C@@H]2O[C@H](CNCc3cc(Br)ccc3OCc3ccccc3)[C@@H](O)[C@H]2O)c(=O)n1	-13	-3	11	-16	-3	3	-6	-6	9	-10	-14
CCOC(=O)N1C=CC(C)=C[C@@H]2[C@@H](N3C(=O)c4ccccc4C3=O)C(=O)N21	-7	-5	-6	-10	18	-7	-1	6	-3	-3	24
C=C(C)C1Cc2nc(N)nc(C)c2C1 (stereo unspecified)	6	-16	2	-38	-9	-9	7	1	-12	3	-30
O=C(c1ccc(CS(=O)(=O)c2ccccc2)o1)N1CCN(c2ncccn2)CC1	-17	8	-8	5	-9	-27	-16	-2	-4	9	8
CCC(C)(CC(=O)O)CC(=O)Nc1cc(C(F)(F)F)cc(C(F)(F)F)c1 (stereo unspecified)	-13	-14	-5	-12	-8	17	0	18	-36	-10	33
Cc1ccccc1/[N+]([O-])=C/c1cccs1	7	19	3	1	-19	-27	-11	1	14	-2	-5
O=C(NC(=S)Nc1ccc2oc(=O)ccc2c1)c1ccccc1F	-45	2	.	-8	8	-15	-4	-7	-18	-2	-10
CN(CC(=O)Nc1ccc2c(c1)OCCO2)S(=O)(=O)c1ccc(Br)s1	-15	0	7	-17	3	-7	-1	2	12	8	-3
CCOC(=O)c1c(C)[nH]c(C(=O)OCC(=O)Nc2ccc(OC)c(Cl)c2)c1C	9	1	6	-4	0	-5	11	-3	9	7	3
COc1cc(S(=O)(=O)Nc2ccccc2C(=O)N2CCCCC2)ccc1NC(C)=O	1	-1	-7	4	11	7	6	-5	5	1	-8
Cc1ccccc1C(=O)NC(=S)NC1CC1	-27	8	0	-8	-14	-14	2	4	6	0	-12
CNc1ncnc2c1ncn2[C@H]1CN(Cc2cccs2)C[C@@H](CO)O1	-14	-12	.	6	18	-8	.	-13	21	1	-1
Cc1ccc(C2(c3noc(CN(C)CCO)n3)CCCC2)cc1	7	4	4	-14	-6	-6	0	-21	35	-8	17
Cc1ccc(SCc2cn3ccccc3n2)cc1	-57	-16	0	-60	-88	-88	-1	21	-7	9	-69
Cc1c(Cc2c(C)n(C)n(-c3ccccc3)c2=O)c(=O)n(-c2ccccc2)n1C	-5	-12	3	-23	-2	4	6	-8	-5	6	7
O=C(NCC1CCCO1)c1cc2c([nH]c3ccccc32)c(-c2cccc(Br)c2)n1 (stereo unspecified)	7	23	8	5	23	20	19	19	47	-4	12
O=C(c1ccc(Br)s1)N1CCN(C/C=C/c2ccccc2)CC1	12	17	-7	8	17	12	5	-11	-1	13	-2
Cc1cccn2cc(-c3ccc(S(=O)(=O)N4CCCCC4)cc3)nc12	-5	15	8	22	-7	-28	-12	-6	-2	2	5
O=c1oc2ccccc2cc1-c1nnc(-c2cccc(Br)c2)o1	-68	-4	-3	-44	-13	9	3	-1	-19	-14	-21
COc1ccccc1-c1ccc2c(c1)C(C)(Cc1ccc(Cl)c(Cl)c1)C(=O)N2 (stereo unspecified)	2	17	.	11	31	3	.	-8	18	-11	3
Cc1ccc(-c2csc(N3CCN(S(=O)(=O)c4ccc5c(c4)NC(=O)CO5)CC3)n2)cc1	10	3	-6	-6	-22	9	-58	3	16	0	8
C=CCn1c(-c2cc3cccc(OC)c3o2)n[nH]c1=S	4	20	-6	13	-6	-12	-7	-3	4	4	9
COc1ccccc1C(=O)NNC(=O)CCN1C(=O)/C(=C\c2ccccc2)SC1=S	-18	-14	-6	13	10	-11	-5	8	11	0	0
Cc1ccccc1C(=O)N1CCN(C(c2ccccc2)c2ccccc2)CC1	20	-1	0	21	1	-3	23	-22	-14	1	12
O=C(CCC(=O)NNC(=O)Nc1ccc(Cl)cc1)NCc1ccccc1	4	.	2	.	-5	-11	-3	-2	3	-4	8
CCNc1nc(NC(C)CC)nc(Oc2ccc(OCC)nn2)n1 (stereo unspecified)	-20	-82	-10	-53	30	-17	6	2	-1	4	13
O=[N+]([O-])c1ccc2nc(SCc3cn4cc(Cl)ccc4n3)[nH]c2c1	-17	-14	-8	10	-12	-13	1	-3	-5	-2	-4
Cc1ccc(C2(C)NC(=O)N(CC(=O)N3CCN(S(=O)(=O)c4ccccc4[N+](=O)[O-])CC3)C2=O)cc1 (stereo unspecified)	13	6	-12	19	-7	-14	2	-3	4	2	-2

The results go on:
SMILES	TROY signal inh	COUP-TFII inh	TLR9-MyD88 inh	SRC2 inh	NR5A2 inv ag	NCOA1 inh	LMP1 NFkB inh	TRAIL sens C8	TWEAK-Fn14 inh	NOD2 RIPK2 PPI	NCOA3 inh
Cc1ccc(SCC(=O)NCCCc2ccccc2)cc1	-11	21	12	0	-6	8	-3	12	2	-7	20
O=C(Nc1ccc(F)cc1)c1sc2cc(C(F)(F)F)cnc2c1-c1cccs1	7	7	0	31	0	6	1	4	-22	11	3
ClCc1nc2ccccc2c2ccccc12	10	-15	-5	-31	4	-7	-2	17	-26	16	-16
CN(C)/C=C1\C(=O)N(c2ccc(Cl)cc2)CS1(=O)=O	-69	-31	12	-36	-76	-101	-17	14	-4	10	-77
CC(C)[C@@H](N)C(=O)NCC1CCC(C(=O)N[C@@H](Cc2ccccc2)C(=O)O)CC1 (stereo partly specified)	6	5	-7	-21	5	-1	9	-3	-10	-7	-14
C=CCC1(N(C(C)=O)c2ccccc2C)CCCCC1	7	28	5	-4	6	-12	-1	-3	14	-6	9
COc1ccccc1/C=N/NC(=O)c1cccc2ccccc12	-7	11	-3	-6	14	4	4	-14	6	-13	-9

Exported in CSV form: three of the compounds above.
Molecule,TROY signal inh,COUP-TFII inh,TLR9-MyD88 inh,SRC2 inh,NR5A2 inv ag,NCOA1 inh,LMP1 NFkB inh,TRAIL sens C8,TWEAK-Fn14 inh,NOD2 RIPK2 PPI,NCOA3 inh
ClCc1nc2ccccc2c2ccccc12,10,-15,-5,-31,4,-7,-2,17,-26,16,-16
CC(C)[C@@H](N)C(=O)NCC1CCC(C(=O)N[C@@H](Cc2ccccc2)C(=O)O)CC1 (stereo partly specified),6,5,-7,-21,5,-1,9,-3,-10,-7,-14
CN(C)/C=C1\C(=O)N(c2ccc(Cl)cc2)CS1(=O)=O,-69,-31,12,-36,-76,-101,-17,14,-4,10,-77
